TTR transcr act – increases transthyretin transcription; SH-SY5Y TTR promoter Gaussia luciferase, luminescence; 100% = recombinant luciferase protein wells; activation, % at 16.7 µM; 1.3% of 92,000 active; AID 1117267;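 active = activation above the mean of all tested compounds plus 3 SD, cut at about 9.5% in these data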;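 note: cells exposed to compounds for one day before reading; 0% = median of all test compound wells on the plate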
Starred values were filed as active, the others as inactive. Some of the compounds tested (hit frequency here may not be typical).

Start of the data: the first seven compounds as a preview:
C/C(=N\NC(=O)CNC(=O)c1cccnc1)c1cccc(O)c1 was read as TTR transcr act 2.2.
For CCN(C(=O)CCCCC(=O)N(CC)c1ccccc1)c1ccccc1 the results were TTR transcr act -2.2.
N#Cc1c(NC(=O)CSc2nnc(-c3ccccc3O)n2-c2ccccc2)sc2c1CCCC2 was read as TTR transcr act -0.2.
For Cc1[nH]c2ccccc2c1C(=O)CSC(=S)N1CCN(C)CC1 the results were TTR transcr act 0.5.
For CN1CCc2c(sc3c2c(=O)n(-c2ccccc2)c2nnc(SCc4ccccc4)n32)C1 the results were TTR transcr act 8.3.
`O=S(=O)(O/N=C1\CCCc2ccccc21)c1ccc(Cl)cc1` gave TTR transcr act 1.9.
Screening COc1ccc(CNC(=O)CN(Cc2ccco2)C(=O)CNS(=O)(=O)c2ccccc2)cc1 returned TTR transcr act 1.1.

Main list, from the first entry:
C/C(=N\NC(=O)CNC(=O)c1cccnc1)c1cccc(O)c1 was read as TTR transcr act 2.2.
For CCN(C(=O)CCCCC(=O)N(CC)c1ccccc1)c1ccccc1 the results were TTR transcr act -2.2.
N#Cc1c(NC(=O)CSc2nnc(-c3ccccc3O)n2-c2ccccc2)sc2c1CCCC2 was read as TTR transcr act -0.2.
For Cc1[nH]c2ccccc2c1C(=O)CSC(=S)N1CCN(C)CC1 the results were TTR transcr act 0.5.
For CN1CCc2c(sc3c2c(=O)n(-c2ccccc2)c2nnc(SCc4ccccc4)n32)C1 the results were TTR transcr act 8.3.
`O=S(=O)(O/N=C1\CCCc2ccccc21)c1ccc(Cl)cc1` gave TTR transcr act 1.9.
Screening COc1ccc(CNC(=O)CN(Cc2ccco2)C(=O)CNS(=O)(=O)c2ccccc2)cc1 returned TTR transcr act 1.1.
For Cc1ccc(-n2nc3c(=O)n(C(C)C(=O)NCc4ccco4)nc(C)c3c2C)cc1 (stereo not drawn) the results were TTR transcr act -0.9.
For CCOC(=O)c1cc2sccc2n1CC(=O)Nc1ccc(OC)c(OC)c1 the results were TTR transcr act 3.2.
Screening CC(C)CNS(=O)(=O)/C=C/c1ccccc1CCNC(=O)OC(C)(C)C returned TTR transcr act 0.9.
Screening COc1ccc(Cn2cc([N+](=O)[O-])nc2C)cc1[N+](=O)[O-] returned TTR transcr act 4.6.
For CCCn1c(SCC(=O)NCc2ccco2)nc2c1c(=O)n(C)c(=O)n2C the results were TTR transcr act 0.6.
For O=C(Nc1ccc2c(c1)OCO2)C1CC(=O)N(c2ccc(F)cc2)C1 (stereo not drawn) the results were TTR transcr act -0.5.
For c1nc(NC2CCCC2)c2[nH]cnc2n1 the results were TTR transcr act -0.5.
`c1ccc2c(c1)CC1(CCCC1)n1nnnc1-2` gave TTR transcr act -0.2.
Screening C[C@@H]1O[C@@H](O[C@@H]2[C@@H](O)[C@H](OCCc3ccc(O)c(O)c3)O[C@H](CO)[C@H]2OC(=O)/C=C/c2ccc(O)c(O)c2)[C@H](O)[C@H](O)[C@H]1O returned TTR transcr act -1.4.
`COc1ccccc1-c1noc(-c2ccncc2)n1` gave TTR transcr act 5.9.
COc1ccc([N+](=O)[O-])cc1COc1ccc2c(-c3ccccc3)cc(=O)oc2c1 was read as TTR transcr act 0.8.
For CC(C)Oc1ccc(F)cc1-c1cc(C(=O)Nc2ccccc2)[nH]n1 the results were TTR transcr act -3.5.
`COC(=O)c1nnn(CC(=O)NC(=O)Nc2cccc(C)c2C)c1C(=O)OC` gave TTR transcr act 1.3.
CCn1nnc(NC(=O)c2cccnc2Cl)n1 was read as TTR transcr act -0.9.
`CCN(CC)CCN1CCN(c2cncc(-c3ccc4ccccc4c3)n2)CC1` gave TTR transcr act -1.2.
Screening CC1(C)Cc2cccc(OCC(N)=O)c2O1 returned TTR transcr act 1.0.
For COC(=O)c1ccc2cn[nH]c2c1 the results were TTR transcr act 3.0.
`CCC(=O)Nc1ccc(NC(=O)CSc2nnnn2C2CCCC2)cc1C` gave TTR transcr act 0.9.
`O=C(Nc1ccnn1C1CCN(C2CCCCC2)CC1)c1cccc(F)c1` gave TTR transcr act 1.1.
Screening O=C(Nc1nccs1)c1cc2sccc2n1Cc1ccc(Cl)cc1 returned TTR transcr act -0.9.
`COc1ccc2cnn(-c3ccccc3)c(=O)c2c1OC` gave TTR transcr act -0.8.
CCOC(=O)c1c(C)[nH]c(C(=O)OCC(=O)Nc2cc(C)c(Cl)cc2OC)c1C was read as TTR transcr act 0.4.
`O=C(NNC(=O)c1ccccc1Cl)c1cc2cc(OC(F)(F)F)ccc2[nH]1` gave TTR transcr act -1.9.
Cc1ccc(-c2cc(C(F)F)nc(N3CCOCC3)n2)cc1 was read as TTR transcr act -0.7.
`COc1ccc2c(c1)c1nnc(SC)nc1n2C` gave TTR transcr act -2.4.
Screening CC(C)c1ccc([C@@H]2O[C@H](C)CC3=C2C(=O)OC(C)(C)O3)cc1 returned TTR transcr act -0.2.
Cc1ccc(C(=O)Nc2cccc(C(F)(F)F)c2)cc1NC(=O)c1ccno1 was read as TTR transcr act -1.9.
Cc1cc(C)cc(NC(=S)NCc2ccncc2)c1 was read as TTR transcr act 0.2.
`COC(=O)c1cc(C)ccc1/C=C1/Cc2c(C)cc(C)cc2C1=O` gave TTR transcr act -1.0.
CCC(C)NS(=O)(=O)c1ccc(S(=O)(=O)N(CC(=O)Nc2ccccc2)Cc2ccco2)cc1 (stereo not drawn) was read as TTR transcr act -0.8.
`FC(F)(F)c1cccc(CNc2ncccc2-c2nc3cc(Cl)ccc3o2)c1` gave TTR transcr act -0.5.
Cc1cccc(OCCCCCn2ccnc2)c1C was read as TTR transcr act -2.4.
Screening CCC/C(C#Cc1ccc(N(C)C)cc1)=C1/c2ccccc2C(=O)N1c1ccccc1 returned TTR transcr act -1.5.
For Cc1ccccc1CN1[C@@H]2c3ccccc3C[C@@H]2OCCS1(=O)=O the results were TTR transcr act 0.6.
NS(=O)(=O)c1cccc(NC(=O)Cn2cc(C(F)(F)F)cc(Cl)c2=O)c1 was read as TTR transcr act 1.0.
`Cc1ccc(C(C)C)c(OCC(=O)NNC2=CC(=O)CC(C)(C)C2)c1` gave TTR transcr act -1.7.
`CSc1cccc(NC(=S)NC(=O)c2cccnc2)c1` gave TTR transcr act 1.9.
Screening CCOC(=O)C1(C(=O)OCC)NC(=O)CC1C(C)C (stereo not drawn) returned TTR transcr act 2.6.
O=C(c1cccnc1)N1CCN(c2ccc([N+](=O)[O-])cc2Cl)CC1 was read as TTR transcr act 2.1.
Cc1ccc(-c2nc3ccccc3c(=O)n2NC(=O)COc2ccccc2)cc1 was read as TTR transcr act 0.5.
For COC(=O)c1cc(NC(=O)COC(=O)CN2C(=O)C3CC=CCC3C2=O)cc(C(=O)OC)c1 (stereo not drawn) the results were TTR transcr act -0.2.
Screening Cc1ccc(NC(=O)CNc2ccccc2N2CCCC2=O)cc1S(=O)(=O)N1CCCCC1 returned TTR transcr act 1.0.
`CN(C)CCNc1ccc(CO)c2oc3ccc(O)cc3c(=O)c12` gave TTR transcr act 16.0*.

Three structures already listed, ordered by molecular weight, smallest number first.
For Cc1ccccc1CN1[C@@H]2c3ccccc3C[C@@H]2OCCS1(=O)=O the results were TTR transcr act 0.6.
Cc1ccc(-c2nc3ccccc3c(=O)n2NC(=O)COc2ccccc2)cc1 was read as TTR transcr act 0.5.
Screening Cc1ccc(NC(=O)CNc2ccccc2N2CCCC2=O)cc1S(=O)(=O)N1CCCCC1 returned TTR transcr act 1.0.

Continuation.
For COc1ccc(-c2nc(N)n(C(=O)Cc3ccccc3)n2)cc1 the results were TTR transcr act 1.6.
CC(C(=O)Nc1ccc(C#N)cc1)N(C)CC(=O)N(C)c1c(N)n(Cc2ccccc2)c(=O)[nH]c1=O (stereo not drawn) was read as TTR transcr act 0.1.
Screening COc1ccc(C(=O)Nc2cccc3c2CCCC3)cc1OC returned TTR transcr act -0.4.
`COc1ccccc1N1CCN(C(=O)/C=C/c2c(Cl)nc3ccccn23)CC1` gave TTR transcr act -4.8.
`COCCCN1C(=O)c2ccc(C(=O)NCc3ccccn3)cc2C1=O` gave TTR transcr act 0.7.
Cc1ccc(/C(N)=N/OC(=O)c2cccc(Cn3cc(C(F)(F)F)ccc3=O)c2)cc1 was read as TTR transcr act -0.6.
`Cc1nnc(SCc2nc(N)nc(Nc3ccccc3)n2)s1` gave TTR transcr act 0.4.
`O=C(CCN1C(=O)c2ccccc2C1=O)C1=NN[C@@H]2C(=O)N(c3cccc(F)c3)C(=O)[C@H]12` gave TTR transcr act 3.2.
Screening C/C(N)=C(/C#N)C(=O)CSc1nnc(Cc2ccccc2F)n1N returned TTR transcr act 0.1.
`CCc1ccc(OCC(=O)NNC(=O)c2c(CC)noc2C)cc1` gave TTR transcr act 1.1.
`COc1ccc(C(=O)C2CCCN(Cc3cc(C)c(O)c(C)c3)C2)c(OC)c1` (stereo not drawn) gave TTR transcr act -1.4.
`COc1cc(SC)ccc1C(=O)OC(C)C(=O)Nc1ccc(NC(C)=O)cc1` (stereo not drawn) gave TTR transcr act 1.6.
`CC1CCCCC1NC(=O)CCCCCn1c(=S)[nH]c2ccsc2c1=O` (stereo not drawn) gave TTR transcr act -0.4.
Screening CN(C)CCNC(=O)CNC(=S)N(Cc1ccccc1)Cc1cccnc1 returned TTR transcr act 0.4.
Screening O=C(N/N=C/c1ccccc1)c1ccc(N2CCCC2=O)cc1 returned TTR transcr act -2.4.
Cc1cccc(N2CCN(C(=O)Cn3cccc3C(=O)c3ccccc3)CC2)c1C was read as TTR transcr act 1.4.
Screening CC1=C(C(=O)Nc2cc(C(=O)NCCCOC(C)C)ccc2C)SCCO1 returned TTR transcr act 2.5.
Screening Cn1c(=O)c2c(nc(N3CCN(Cc4ccccc4)CC3)n2CCCc2ccccc2)n(C)c1=O returned TTR transcr act -4.2.
For Cc1ccc(S(=O)(=O)N2CCC[C@H]2C(=O)NC2=NCCS2)cc1 the results were TTR transcr act -2.3.
Screening CCc1cc2cc(C)cc(C)c2nc1SCC(=O)NNC(=O)c1ccco1 returned TTR transcr act -0.3.
For CCCC(C)NC(=O)COC(=O)c1cc(Br)c(Br)s1 (stereo not drawn) the results were TTR transcr act 2.7.
Screening CC(=O)c1sc(N/N=C\c2cccc(Br)c2)nc1C returned TTR transcr act -0.9.
O=C(Nc1ccc2c(c1)OCCO2)c1cnccn1 was read as TTR transcr act 3.0.
CCCC(=O)Nc1ccc(NC(=O)c2ccccc2OC)cn1 was read as TTR transcr act -1.4.
`CC(C)SC1=NC(C)(C)C=C(/C=C/c2ccc(Cl)cc2Cl)N1` gave TTR transcr act -1.6.
O=C(NCc1ccccn1)c1cc(-c2ccc(-c3ccccc3)cc2)nc2ccccc12 was read as TTR transcr act -3.1.
For Cc1ccc2c(c1)C(=O)C(=O)N2Cc1ccc(Br)cc1 the results were TTR transcr act 0.3.
CC(C)(C)C(=O)Cn1c(NCCCO)nc2ccccc21 was read as TTR transcr act -1.8.
`O=[N+]([O-])c1cncc([N+](=O)[O-])c1Nc1ccccc1Cl` gave TTR transcr act -3.1.
Screening O=C(NC(NC(=S)Nc1cc(Cl)ccc1Cl)C(Cl)(Cl)Cl)c1ccco1 (stereo not drawn) returned TTR transcr act -0.6.
Screening COc1ccc(-c2sc(Nc3ccc(F)c(F)c3F)nc2CCC(=O)NN)cc1 returned TTR transcr act -0.1.
`Cn1c(=O)c(=O)n(C)c2cc(S(=O)(=O)CCC(=O)Nc3c(F)c(F)c(F)c(F)c3F)ccc21` gave TTR transcr act 2.1.
`O=C(COC(=O)CCS(=O)(=O)c1ccccc1)Nc1ccc(N2CCCCC2)cc1` gave TTR transcr act -0.4.
For O=C(CSc1ccc2nnc(CCNC(=O)c3ccccc3)n2n1)NCc1ccco1 the results were TTR transcr act 4.4.
Screening COc1ccc(NC(=O)/C(C#N)=C\c2ccc(Br)o2)cc1 returned TTR transcr act -0.3.
Cc1cc(NCc2ccccn2)ccc1Br was read as TTR transcr act 0.8.
`O=C(CSc1nc(=O)n(CCCN2CCOCC2)c2c1CCCC2)Nc1ccccc1Cl` gave TTR transcr act -0.5.
For Clc1ccc(-c2nc3nc4ccccc4nc3n2Cc2ccco2)cc1 the results were TTR transcr act 3.8.
CC(C(=O)OCC(=O)c1ccccc1)N1C(=O)c2ccccc2C1=O (stereo not drawn) was read as TTR transcr act 1.0.
For O=C1CCC(=O)N1c1ccc(NCCc2ccccc2F)c([N+](=O)[O-])c1 the results were TTR transcr act -1.7.
Screening O=C(NC(c1ccccc1)c1cnccn1)C1CCN(CCCOc2ccccc2)CC1 (stereo not drawn) returned TTR transcr act 0.7.
For CN(C)S(=O)(=O)c1ccc(C(=O)Nc2nc(-c3cccs3)cs2)cc1 the results were TTR transcr act -5.0.
`COc1cc2c(cc1OC)CN(C(=S)Nc1cccc(Cl)c1C)CC2` gave TTR transcr act 5.0.
`COC(=O)C1=C(C)N=C2SC(C#N)=C(N)N2C1c1cc(OC)c(OC)c(OC)c1` (stereo not drawn) gave TTR transcr act 1.6.
Screening C(C#CCN1CCOCC1)#CCN1CCOCC1 returned TTR transcr act 0.6.
Screening O=C(Cc1cccc(NC(=O)C2CCCN(C(=O)C3CCCC3)C2)c1)Nc1cccc(C(=O)N2CCOCC2)c1 (stereo not drawn) returned TTR transcr act 1.4.
Screening O=C(OCc1cn(-c2ccc(Cl)c(Cl)c2)nn1)c1ccccc1Cl returned TTR transcr act -0.8.
Screening O=C1CSC(c2cccnc2)N1Cc1ccc(Cl)c(Cl)c1 (stereo not drawn) returned TTR transcr act -1.9.
For Cc1nn(CCOc2ccccc2Cl)c(C)c1[N+](=O)[O-] the results were TTR transcr act -1.0.
For COCC1CCN(Cc2cn(Cc3ccccc3)nc2-c2cc3ccccc3o2)CC1 the results were TTR transcr act 3.7.
For COc1ccc(Cc2nnc(NC(=O)C3CC(=O)N(c4ccccc4)C3)s2)cc1OC (stereo not drawn) the results were TTR transcr act -0.3.

From PubChem BioAssay
